N-glyco inh: N-linked glycosylation inhibition. D54 ERlucT glycosylation luciferase reporter, 24 h; percent of 100 nM tunicamycin response. reporter increase, % at 12.5 µM. actives 0.23% (n = 360,000). AID 588692;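 active means mean luciferase reporter signal, scaled so untreated is 0 and the glycosylation-blocking control 100, at or above a set limit in every replicate; inconclusive means mean reaches the limit but not every replicate does; inactive means mean below the limit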;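 further: luciferase carries N-glycosylation sites so blocking glycosylation raises the light; 0% = median of neutral control wells and 100% = median of 100 nM tunicamycin wells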
ABHD5 PLIN5 PPI: ABHD5-PLIN5 protein interaction inhibition; Split G. princeps luciferase complementation, luminescence, 4 h; inhibition, % at 4 µM; actives 0.78% (n = 360,000);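 active means inhibition above the mean inhibition across every tested compound plus 3 SD, cut at about 22% in these data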;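 further: 0% = DMSO only wells and the 100% control is not disclosed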
Vif imaging: inhibitors of HIV Vif; HEK293T cells, Vif self-association by quenched fluorescence, imaging, 24 h; inhibition, % at 7.49 µM; actives 0.35% (n = 340,000); AID 602346; in the data active means inhibition above about 50%, passing the limit was not always enough; inconclusive means no clear call, values can overlap the other calls; inactive means below about 31%; further: some results filed as inactive read as strong as hits
TLR9-MyD88 block: inhibitors of human TLR9-MyD88 binding; Q9NR96+Q99836; CHO BLA complementation TLR9-MyD88, CCF4 FRET ratio; inhibition, % at 4.98 µM; actives 0.21% (n = 340,000); AID 504734;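 active means inhibition above the mean over all tested compounds plus 3 SD, cut at about 21% in these data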;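 further: 0% = DMSO only wells and 100% = clavulanate BLA inhibitor control wells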
Target sequence (Q99836 whole entry, looked up): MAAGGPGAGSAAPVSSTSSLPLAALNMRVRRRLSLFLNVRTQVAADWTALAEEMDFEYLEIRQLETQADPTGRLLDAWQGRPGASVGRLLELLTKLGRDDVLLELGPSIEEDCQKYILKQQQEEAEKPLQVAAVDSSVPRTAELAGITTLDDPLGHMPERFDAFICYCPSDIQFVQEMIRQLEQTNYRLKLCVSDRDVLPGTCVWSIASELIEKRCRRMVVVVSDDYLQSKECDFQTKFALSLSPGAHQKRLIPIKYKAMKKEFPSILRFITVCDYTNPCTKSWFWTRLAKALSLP
Target sequence (Q9NR96 whole entry, looked up): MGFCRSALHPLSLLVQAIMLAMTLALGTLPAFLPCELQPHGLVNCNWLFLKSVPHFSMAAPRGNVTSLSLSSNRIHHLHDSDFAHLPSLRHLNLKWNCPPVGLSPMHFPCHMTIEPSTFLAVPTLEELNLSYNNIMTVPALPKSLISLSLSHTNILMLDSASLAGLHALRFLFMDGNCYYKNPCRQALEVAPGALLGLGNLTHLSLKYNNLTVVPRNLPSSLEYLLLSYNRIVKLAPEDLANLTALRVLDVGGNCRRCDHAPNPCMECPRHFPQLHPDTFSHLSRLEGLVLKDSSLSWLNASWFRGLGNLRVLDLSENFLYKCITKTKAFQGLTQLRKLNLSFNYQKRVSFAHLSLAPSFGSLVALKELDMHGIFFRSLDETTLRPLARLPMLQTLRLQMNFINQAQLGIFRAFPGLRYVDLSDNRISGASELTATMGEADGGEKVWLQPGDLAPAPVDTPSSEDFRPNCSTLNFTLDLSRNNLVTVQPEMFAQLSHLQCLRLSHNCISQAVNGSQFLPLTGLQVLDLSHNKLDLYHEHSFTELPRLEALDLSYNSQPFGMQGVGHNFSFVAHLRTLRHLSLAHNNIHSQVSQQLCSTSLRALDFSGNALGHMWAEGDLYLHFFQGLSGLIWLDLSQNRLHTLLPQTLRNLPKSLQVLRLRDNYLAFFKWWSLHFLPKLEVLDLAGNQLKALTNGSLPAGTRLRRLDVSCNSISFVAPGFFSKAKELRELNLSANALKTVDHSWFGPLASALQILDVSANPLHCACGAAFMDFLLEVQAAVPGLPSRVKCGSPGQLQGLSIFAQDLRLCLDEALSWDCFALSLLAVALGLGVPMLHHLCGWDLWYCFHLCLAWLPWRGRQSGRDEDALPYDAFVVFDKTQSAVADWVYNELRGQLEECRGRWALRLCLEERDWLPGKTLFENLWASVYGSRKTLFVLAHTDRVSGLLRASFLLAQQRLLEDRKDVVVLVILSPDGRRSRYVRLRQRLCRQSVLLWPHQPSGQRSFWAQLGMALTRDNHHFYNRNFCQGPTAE
MC4R antag cAMP: antagonists of human melanocortin 4 receptor (MC4R); P32245; MC4R-expressing cells, MTII-stimulated cAMP, LANCE TR-FRET; inhibition, % at 6.5 µM; actives 0.48% (n = 360,000); AID 540295;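 active means inhibition above its plate's cutoff, the mean of tested wells on that plate plus 3 SD, cut at about 29% in these data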;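 further: 0% = Melanotan II alone and 100% = Melanotan II plus saturating MCL0020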
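System: U2OS-MC4R stable cell line; Technique: Eu-cAMP/anti-cAMP TR-FRET, emission 671 nm; Repeats: single well per compound; Also added: Melanotan II; Dosing: one concentration, 6.5 µM nominal; Schedule: 30-min compound, 1-h challenge, 1-h detection, room temperature.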
MC4R ag barr: human MC4R agonism via beta-arrestin; actives 0.98% (n = 360,000); P32245; U2OS MC4R beta-arrestin complementation, luminescence; percent of melanotan II response, DMSO zero; activation, % at 8.9 µM;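 active means activation above a per-plate cutoff, the mean activation of sample wells on that plate plus 3 SD, cut at about 8% in these data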
ABCB6 inh 2: human ABCB6 transporter inhibition; Q9NP58; K562-ABCB6 porphyrin accumulation, flow cytometry, 1 h; active compounds read low; fluorescence ratio to DMSO, % at 10 µM; actives 0.19% (n = 360,000);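 active means fluorescence ratio to DMSO below 75%, the collection mean minus 3 SD; inconclusive means too few cells collected in the well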;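 further: signal is porphyrin accumulated inside mitochondria; 100% equals median channel fluorescence of DMSO control wells; lower ratio means ABCB6 inhibition with less porphyrin fluorescence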
Granule exo inh: lytic granule exocytosis inhibition | TALL-104 LAMP-1 surface exposure, flow cytometry; cells stimulated with thapsigargin and PMA | inhibition, % at 10 µM | actives 0.66% (n = 360,000) | AID 651702;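 active means inhibition above about 55%, limit read from the data; inconclusive means no clear call, values can overlap the other calls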
NOD2-RIPK2 inh: inhibitors of human NOD2-RIPK2 interaction. CHO BLA complementation NOD2-RIPK2, CCF4 ratio. inhibition, % at 4.98 µM. actives 0.38% (n = 360,000). AID 624267; in the data active means inhibition above about 21%;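 further: 0% = vehicle only and 100% = reference blocker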
aDG glyco up: increases alpha dystroglycan glycosylation; Pro5-aDG cells, alpha-DG glycosylation AlphaScreen (IIH6); 0% Pro5, 100% B10-LARGE cell signal; activation, % at 10 µM; actives 0.22% (n = 360,000);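 active means activation of at least 8% versus controls, or a plate z-score of at least 8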;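 further: Pro5 are CHO cells carrying HIG-tagged alpha-DG that lacks glycosylation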
Numbers without * were called inactive; ? = inconclusive; . = not tested or not shown. The list is partial (hit frequency here may not be typical).

The first 3 entries, ahead of the listing:
SMILES	N-glyco inh	ABHD5 PLIN5 PPI	Vif imaging	TLR9-MyD88 block	MC4R antag cAMP	MC4R ag barr	ABCB6 inh 2	Granule exo inh	NOD2-RIPK2 inh	aDG glyco up
CCN(CC)c1ccc(/C=N/NC(=O)c2c(Cl)c(C)nn2C)cc1	4	2	1	9	11	-2.7	97	0	-8	-0.3
O=C(Nc1ccc([N+](=O)[O-])cc1)N1CCN(C(=O)C2CCCO2)CC1 (stereo not given)	2	1	-2	0	0	-1.0	91	-2	4	0.0
CSc1ccccc1NC(=O)c1ccc(Cl)s1	1	-4	4	-4	3	-3.4	102	0	-2	0.0

Results, from the first entry:
SMILES	N-glyco inh	ABHD5 PLIN5 PPI	Vif imaging	TLR9-MyD88 block	MC4R antag cAMP	MC4R ag barr	ABCB6 inh 2	Granule exo inh	NOD2-RIPK2 inh	aDG glyco up
CCN(CC)c1ccc(/C=N/NC(=O)c2c(Cl)c(C)nn2C)cc1	4	2	1	9	11	-2.7	97	0	-8	-0.3
O=C(Nc1ccc([N+](=O)[O-])cc1)N1CCN(C(=O)C2CCCO2)CC1 (stereo not given)	2	1	-2	0	0	-1.0	91	-2	4	0.0
CSc1ccccc1NC(=O)c1ccc(Cl)s1	1	-4	4	-4	3	-3.4	102	0	-2	0.0
Cn1cc(-c2ccccc2)cc(C#N)c1=O	3	-1	-1	-1	-1	-1.7	97	0	-1	-0.1
Cc1cnc(CNC(=O)c2csc([C@@H]3C[C@H](O)[C@@H](CO)O3)n2)cn1	1	2	7	.	-8	-0.7	102	3	-5	0.0
COC(=O)[C@@]1(Sc2ccc(C)cc2)CC(=O)N(C(=O)/C=C/c2ccccc2)[C@@H]1c1ccccc1	.	9	.	.	.	.	97	-1	-5	-0.1
CC1(C)CC(=O)C2=C(C1)OC(N)=C(C#N)C21CCC2(CC1)OCCO2	0	14	1	-30	16	-0.6	101	5	0	0.0
O=C(Cn1nnc(-c2ccccc2)n1)OCc1csc(-c2ccccc2)n1	3	-5	33	-4	0	-0.8	91	2	-8	-0.2
COc1ccc(CCN2C(=O)CC(Sc3ncccc3C(=O)O)C2=O)cc1OC (stereo not given)	1	-2	3	-3	10	2.1	101	-3	-12	-0.2
OC(c1ccccc1)c1nc(-c2ccccc2)cs1 (stereo not given)	0	-1	3	.	2	-0.3	99	-8	-3	-0.2
CCOC(=O)c1c(N)sc(=S)c2c1CCC2	2	-4	3	11	-1	-0.5	93	-1	-5	0.2
CCCCC(CC)C(=O)Nc1cc(C(=O)NCCC)ccc1N1CCC2(CC1)CC(c1cccc(Br)c1)=NO2 (stereo not given)	-4	1	-10	4	16	0.9	94	-1	2	0.5
O=C(NCc1ccc2c(c1)OCO2)c1cnc2ccccn2c1=O	-4	5	-3	-2	17	-0.7	94	0	-12	-0.2
CCOC(=O)[C@@H]1[C@H]2COc3ccc(Br)cc3[C@H]2N2C(=O)N(c3ccc(C)cc3)C(=O)[C@]12C	-2	-1	-1	4	9	0.5	101	-5	-5	-0.1
Cc1ccc(O)c(/C=N/NC(=O)COc2ccc3c(C)cc(=O)oc3c2)c1	-3	4	18	2	8	6.5	97	-6	-5	0.1
Cc1ccc(-c2cc(C(=O)Nc3cc(C)ccc3O)no2)cc1	6	-10	6	-8	14	2.8	98	1	2	-0.1
COc1ccc(/C=C/C(=O)c2ccccc2)cc1Cn1nnc2ccccc21	10	31*	-6	2	2	-1.9	98	13	1	1.6
CC(=O)N1CCN(c2ccc(NC(=O)c3cc(Cl)ccc3Cl)cc2)CC1	-1	12	16	-2	1	-0.7	95	-1	-6	0.2
CCCCC(=O)Nc1ccc(C(=O)NCC(=O)OC)cc1	-3	4	.	4	13	-2.1	95	0	-11	-0.3
COc1nc(N/N=C/c2ccccc2F)nc(N2CCCCC2)n1	4	3	7	1	6	-0.3	95	-1	-8	0.1
COc1cc(C2c3cc4c(cc3OC(Nc3ccc(C(=O)O)cc3)C2C)OCO4)cc(OC)c1OC (stereo not given)	?	1	6	-9	-5	-0.7	98	7	-3	-0.1
CCC1Sc2ccc(S(=O)(=O)CCC(=O)NC3CCCCCC3)cc2NC1=O (stereo not given)	-1	-5	-11	-9	1	-0.4	94	0	-9	0.2
COc1ccc(OCC(=O)N/N=C(\C)c2cc3ccccc3o2)cc1	-2	2	.	-6	-2	-1.6	94	-3	6	0.1
O=C(NCCCN1CCCC1=O)c1cccs1	2	2	-4	1	17	0.6	102	-2	-4	0.0
CCOc1ccc(C(=O)NCC(c2cccs2)N2CCOCC2)cc1 (stereo not given)	2	-3	4	2	10	-1.7	94	6	0	0.0
COCCNC(=O)CN(c1cc(Cl)ccc1OC)S(=O)(=O)c1ccc(C)c([N+](=O)[O-])c1	0	2	0	-6	0	-0.6	87	2	-8	0.1
CCc1sc(C(=O)Nc2ncccc2C)cc1C	1	-4	21	-6	-4	-0.9	104	-15	-4	0.0
CCOC(=O)c1c(NC(=O)c2ccn(CC)n2)sc2c1CCCC2	1	-1	-3	2	18	-1.4	101	-1	1	-0.1
CCN(CC)S(=O)(=O)c1cc(NC(=O)C2Cc3ccccc3C(=O)O2)ccc1C (stereo not given)	-4	-4	-6	-11	-1	-1.6	98	-4	-11	0.0
CCC1(C)SC(NC(C)=O)=NN1C(C)=O (stereo not given)	1	2	0	0	-2	1.3	99	-2	-8	-0.5
COc1cc(CNn2cnnc2)ccc1OCC(=O)NC1CCCCC1	0	4	-2	-9	6	-2.1	95	-1	1	0.4
O=C(NCCN1CCOCC1)c1ccccc1OCc1ccccc1	0	-1	15	-9	9	-0.9	94	-3	-2	0.0
COc1ccc(CN(C)CCCn2ccc(NC(=O)OCc3ccccc3)nc2=O)cc1OC	-3	1	-2	3	-5	-0.4	98	26	-3	-0.2
COc1cc2[nH]c(=O)n(Cc3ccc(C(=O)NC4CCN(Cc5ccccc5)CC4)cc3)c(=O)c2cc1OC	-2	-2	-1	2	-3	-0.9	100	-2	4	-0.2
COc1ccc(C2/C(=C(/O)c3ccc(Cl)cc3)C(=O)C(=O)N2CCN2CCOCC2)c(OC)c1 (stereo not given)	-1	-6	3	-2	-1	-1.3	91	-2	-11	0.3
Cc1ccc(C2(C)NC(=O)N(CC(=O)NC(=O)NC(C)(C)C)C2=O)cc1 (stereo not given)	3	7	0	2	4	0.0	100	2	-6	0.4
O=C1CCC(=O)N1c1ccc(S(=O)(=O)Nc2cccc([N+](=O)[O-])c2)cc1	1	-7	0	-18	14	-1.4	104	-13	6	-0.3
COC(=O)CC1C(=O)NCCN1C(=S)NC(=O)c1sc2ccccc2c1Cl (stereo not given)	0	-1	17	-5	3	1.5	101	2	-18	-0.1
Cc1oc2c(c1C(=O)c1ccc(Cl)cc1)C(=O)C(=O)c1ccccc1-2	-22	55*	.	4	8	0.4	93	104*	0	-0.8
CC(C)CN(CCCNC(=O)CN1N=C(c2ccc(Cl)cc2)CCC1=O)CC(C)C	-5	-8	-10	-2	18	1.4	99	18	15	0.0
CCCS(=O)(=O)N1CCCC(C(=O)N2CCCCC2)C1 (stereo not given)	2	6	7	1	2	-0.9	98	-6	7	0.1
Cc1ccc(-c2ccc(/C=C3/NC(=O)NC3=O)o2)cc1[N+](=O)[O-]	-3	18	7	3	-10	1.0	103	13	21	0.0
CCCCN1C(=O)C(C(=O)OCc2ccccc2)CC2=C1CCCC2=O (stereo not given)	-1	-2	-16	-10	-3	-0.3	90	-3	3	1.1
O=C(NCCCl)NNc1c(Cl)cc(Cl)cc1Cl	-6	0	6	22*	9	-2.4	106	2	-1	-0.1
COc1ccc(Cc2nnc(SCC(=O)Nc3cc(Cl)ccc3C)[nH]c2=O)cc1	2	-4	.	-10	-1	-0.3	90	14	-6	0.1
CCCS(=O)(=O)NC(=O)C1(C)CCN(C(=O)c2ccco2)C1 (stereo not given)	2	-2	.	.	2	-1.7	92	-11	-5	-0.4
COc1ccc(S(=O)(=O)NCCCCCC(=O)NCCCN2CCOCC2)cc1	-1	-1	12	-1	20	1.3	98	-1	-7	-0.1
COc1ccc(C(=O)Nc2cccc(NC(=O)c3ccc(OC)c(OC)c3)n2)cc1OC	-6	3	2	-15	23	2.2	95	-2	-4	-0.4
O=C(CN1CCN(Cc2ccc(F)cc2)CC1)NCCc1ccccc1	1	-8	2	7	3	-0.3	94	0	0	-0.1
Cc1ccc(C)c(NC(=S)Nc2ccc(S(=O)(=O)Nc3ncccn3)cc2)c1	0	-1	2	-5	12	0.0	95	0	-3	2.3
Cc1ccc(NC(=O)CN(C)C(=O)Cc2ccc3c(c2)CCC3)cc1	5	-4	-15	-11	2	0.3	95	1	3	0.3
O=C(O)CCC(=O)N1CCN(S(=O)(=O)c2cccs2)CC1	2	-3	-10	7	8	-3.2	98	-7	-8	-0.2
O=c1[nH]cnc2nc(-c3ccccc3)c(-c3ccccc3)nc12	1	6	20	0	4	-1.8	100	0	-3	-0.1
CN1CCN(C(=O)c2ccc3c(c2)N(Cc2cccc(Cl)c2)C(=O)c2ccccc2S3=O)CC1 (stereo not given)	-1	1	6	1	0	-1.2	102	-2	-6	0.0
CCCCNc1nc(Cl)nc(Nc2ccc(C)cc2)n1	0	2	-2	.	-4	0.1	94	-7	-7	-0.1

Single records (already shown). Screens in order: N-glyco inh	ABHD5 PLIN5 PPI	Vif imaging	TLR9-MyD88 block	MC4R antag cAMP	MC4R ag barr	ABCB6 inh 2	Granule exo inh	NOD2-RIPK2 inh	aDG glyco up
Record of `COc1ccc(CN(C)CCCn2ccc(NC(=O)OCc3ccccc3)nc2=O)cc1OC` : -3	1	-2	3	-5	-0.4	98	26	-3	-0.2
Record of `COc1ccc(/C=C/C(=O)c2ccccc2)cc1Cn1nnc2ccccc21` : 10	31*	-6	2	2	-1.9	98	13	1	1.6

Bioassay records: PubChem BioAssay, several laboratories
